From PubChem BioAssay
TSHR antag – human thyrotropin receptor antagonism. P16473. TSHR-expressing cells, TSH-stimulated cAMP HTRF, 2 h; hits give low values. activity change, negative = inhibition, % at 11.5 µM. hit rate 0.2% among 330,000. AID 504810;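 active means activity change below a set negative limit, meaning inhibition stronger than a set level, cut at about -70% in these data; inconclusive means activity change between two set negative limits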; further: on the % scale 0 is the no-effect control and ±100 the full control effect
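Antagonism was scored as loss of TSH-driven cAMP in TSHR cells, stimulated with 4nM TSH (EC80) for 2 hours at 37 deg C and detected by homogeneous HTRF competition immunoassay.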
TCR act – activators of T cell receptors; 330,000 tested, under 10 active; AID 504894; primary human leukocytes, anti-CD3, IL-2 HTRF, 48 h; Potency, µM (highest dose often 9.22 µM), inactives show at the top dose activation of IL-2 secretion, hits mostly activators; further: % of control where 0% means no effect
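Primary human leukocytes were stimulated with a-CD3 beads plus compounds for 48 hr without co-stimulation; secreted IL-2 was quantified by HTRF using a-IL-2-K (europium cryptate) and a-IL-2-d2, excited at 320nm with acceptor emission read at 665nm.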
Mito fusion yeast – inhibitors of mitochondrial division or activators of mitochondrial fusion; S. cerevisiae fusion-defective mutant growth rescue, CellTiterGlo 48 h; Potency, µM (doses to about 46.1 µM), for inactives: top-dose growth rescue (activation), usual class: activators; hit rate 0.23% among 320,000; AID 485298;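 further: potency means the concentration at half of the fitted maximal effect; % of control where 0% means no effect; nearly all actives have a fitted effect of over 45% in size; temperature-sensitive fusion mutants such as fzo1-1 at 37 °C on non-fermentable ethanol glycerol medium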
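Compounds are tested for their ability to restore growth of mitochondrial fusion-defective yeast strains at non-permissive 37C in YPEG medium over 48 hours. Viability is quantified by luciferase luminescence.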
PTAP TSG101 blk – blocks PTAP/TSG101 interaction to inhibit HIV-1 budding; Q99816; Fluorescence polarization, FITC-PTAP peptide / Tsg101 binding; Potency, µM (highest dose often 115 µM), for the others: at the top dose activity change, negative = inhibition, actives largely listed as inhibitors; 340,000 tested, under 10 active; AID 493005; active means well fitted inhibition curve with a large enough effect in the main read-out, with a control signal flat, not every such curve was filed as active; inconclusive means small, poorly fitted or top-dose-only effect, or effect the other way, or a change in a side signal; inactive means no such curve, though single readings can be large or run the other way; further: potency means the concentration at half of the fitted maximal effect; % of control where 0% means no effect
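Compounds were pin-transferred onto Tsg101 binding domain (10 uM final) in HEPES pH 7.5 buffer, then FITC-PTAP peptide was added at 50 nM final. After 20 min at RT, polarization reported peptide displacement across a qHTS concentration series.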
BCR signal inh – chronic active BCR signaling inhibition; ABC-DLBCL IkBa-CBG/CBR reporter, luminescence ratio, 4 h; Potency, µM (doses to about 46.1 µM), for inactives: at the highest dose ratio change, negative = lower green/red ratio, usual class: inhibitors; hit rate 0.05% among 340,000; active means well fitted inhibition curve with a large enough effect in the signal ratio, with a control signal flat, not every such curve was filed as active; inconclusive means small, poorly fitted or top-dose-only effect, or effect the other way, or a change in a side signal; the % refers to the signal ratio;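 further: potency means the concentration at half of the fitted maximal effect; plate controls were basal doxycycline-induced cells for no effect and cells given 10 µM MG132 for full effect; MG132 reads +100%, hits lower the ratio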
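Compounds up to 46 uM were incubated four hours with TMD8 cells whose green CBG68 luciferase is fused to IkappaBalpha; red CBR luminescence normalised the signal, and concentration-effect curves were fitted to fusion, red and ratio data.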
Eya2 inh – blocks the phosphatase activity of human Eya2; Potency, µM (series often up to 76.9 µM), inactives show at the highest dose activity, negative = inhibition, most hits filed as inhibitors; AID 488837; recombinant Eya2, OMFP fluorescence dephosphorylation (OMFP is methylfluorescein phosphate); hit rate 0.006% among 330,000; further: potency means the concentration at half of the fitted maximal effect; on the % scale 0 is the no-effect control and ±100 the full control effect
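Eya2 (0.2 uM) preincubated 10 min at ambient with compound, then OMFP substrate added at 50 uM; 10 min reaction in 50 mM HEPES pH 7.5, 50 mM NaCl, 5 uM MgCl2, 0.05% BSA, 1 mM DTT. Fluorescence read at Ex 485/Em 525 nm.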
ELG1 repair inh – blocks ELG1-dependent DNA repair in HEK293T cells. HEK293T ELG1-luciferase reporter, luminescence, 16 h; DNA damage induced by 5-fluorouridine. Potency, µM (highest dose often 46.1 µM), for the others: at the top dose activity change, negative = inhibition, hits mostly inhibitors. hit rate 2.3% among 330,000; further: potency means the concentration at half of the fitted maximal effect; on the % scale 0 is the no-effect control and ±100 the full control effect; nearly all actives have a fitted effect of over 55% in size
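Reporter activity after DNA damage by 5-fluorouridine is monitored. Compound-treated cells incubate 16 hr at 37 °C, then ONE-Glo is added for 30 min before luminescence reading.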
B2AR arrestin – agonists driving beta-arrestin recruitment to human beta2-adrenergic receptor | P07550 | beta-arrestin recruitment to beta2AR, cell-based reporter | Potency, µM (top dose mostly 46.1 µM), inactives show at the top dose activation, actives largely listed as activators | hit rate 0.02% among 330,000 | AID 492947;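 further: potency means the concentration at half of the fitted maximal effect; 0% = DMSO controls and full agonism = EC100 isoproterenol or metaproterenol; nearly all actives have a fitted effect of over 65% in size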
Tb PFK inh – inhibitors of T. brucei phosphofructokinase; T. brucei PFK, ADP-Glo luminescence; hit rate 0.17% among 330,000; Potency, µM (top dose mostly 57.5 µM), for the others: at the highest dose activity, negative = inhibition, usual class: inhibitors; O15648;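 further: potency means the concentration at half of the fitted maximal effect; 0% = uninhibited 1x PFK enzyme wells and -100% = no-enzyme wells; nearly all actives have a fitted effect of over 60% in size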
Target sequence (O15648 whole entry, looked up): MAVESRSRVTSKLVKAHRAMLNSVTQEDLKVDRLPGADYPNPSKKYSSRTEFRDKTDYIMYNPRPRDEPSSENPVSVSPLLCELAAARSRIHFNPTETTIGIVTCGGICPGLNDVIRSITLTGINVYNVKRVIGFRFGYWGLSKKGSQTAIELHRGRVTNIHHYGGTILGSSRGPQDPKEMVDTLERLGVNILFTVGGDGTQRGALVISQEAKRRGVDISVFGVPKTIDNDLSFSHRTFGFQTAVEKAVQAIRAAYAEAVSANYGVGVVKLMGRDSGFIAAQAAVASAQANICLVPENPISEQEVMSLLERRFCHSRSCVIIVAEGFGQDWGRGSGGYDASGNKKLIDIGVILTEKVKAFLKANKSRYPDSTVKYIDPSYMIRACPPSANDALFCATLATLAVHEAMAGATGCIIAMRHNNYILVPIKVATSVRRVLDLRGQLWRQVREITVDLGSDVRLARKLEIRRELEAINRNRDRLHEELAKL
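Luminescent ADP detection (ADP-Glo, two-step: ATP depletion then ADP-to-ATP conversion for luciferase) reported PFK activity after 45 min room-temperature reaction of 1.25 nM enzyme with 0.5 mM F6P and 0.1 mM ATP at pH 8.0.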
uPA surface inh – cell surface uPA generation inhibition. cell surface uPA generation assay, qHTS. Potency, µM (top dose mostly 38.3 µM), for the others: at the top dose activity change, negative = inhibition, hits mostly inhibitors. hit rate 0.31% among 330,000. AID 540303; active means well fitted inhibition curve with a large enough effect; inconclusive means small, poorly fitted or top-dose-only effect; inactive means no such curve, though single readings can be large or run the other way; tested in mouse RAW 264.7 cells; further: potency means the concentration at half of the fitted maximal effect; on the % scale 0 is the no-effect control and ±100 the full control effect; nearly all actives have a fitted effect of over 55% in size
USP2a block – inhibitors of human ubiquitin-specific protease USP2a; USP2 core, Ub-CHOP2 coupled fluorogenic reporter, 485/531; Potency, µM (highest dose often 38.3 µM), without a hit: at the highest dose activity change, negative = inhibition, actives largely listed as inhibitors; hit rate 0.01% among 330,000;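 further: potency means the concentration at half of the fitted maximal effect; plate controls were DMSO wells for no effect and full inhibition by NEM control for full effect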
Target sequence (O75604 whole entry, looked up): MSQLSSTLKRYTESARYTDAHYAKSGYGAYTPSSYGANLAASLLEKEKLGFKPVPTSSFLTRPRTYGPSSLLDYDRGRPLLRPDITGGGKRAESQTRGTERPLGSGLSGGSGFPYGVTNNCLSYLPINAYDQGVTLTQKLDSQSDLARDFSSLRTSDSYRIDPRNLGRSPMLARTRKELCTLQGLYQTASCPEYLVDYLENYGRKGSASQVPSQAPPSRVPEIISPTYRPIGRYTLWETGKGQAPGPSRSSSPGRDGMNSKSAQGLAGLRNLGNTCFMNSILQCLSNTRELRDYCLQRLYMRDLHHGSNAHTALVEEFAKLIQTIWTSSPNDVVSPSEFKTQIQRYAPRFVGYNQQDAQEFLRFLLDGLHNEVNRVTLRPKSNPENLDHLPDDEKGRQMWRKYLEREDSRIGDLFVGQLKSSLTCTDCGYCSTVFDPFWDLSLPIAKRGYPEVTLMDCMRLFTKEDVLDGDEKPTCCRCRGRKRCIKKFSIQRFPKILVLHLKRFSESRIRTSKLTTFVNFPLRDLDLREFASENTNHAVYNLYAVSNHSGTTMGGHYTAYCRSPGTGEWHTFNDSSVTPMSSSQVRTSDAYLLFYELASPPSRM
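USP2 core (10nM final) preincubated 30min RT with compound in 20mM Tris-HCl pH 8.0, 2mM CaCl2, 2mM beta-mercaptoethanol, 0.05% CHAPS; 25nM Ub-CHOP2 plus 25nM reporter substrate added, fluorescence (Ex485/Em531) read after 60min.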
* hit, by the source's call; ? = inconclusive; · = not tested or not shown; [ ] = another dose, or the depositor's remark. Unless noted, the call rests on the fitted dose curve; in most records, active means well fitted curve in the direction sought with a large enough effect; inconclusive means small, poorly fitted or top-dose-only effect, or another doubt; inactive means no such curve, though single readings can be large; an effect the other way counts as inactive or inconclusive. This is a random part of the collection; overall some 3% were active at least once.

smiles,TSHR antag,TCR act,Mito fusion yeast,PTAP TSG101 blk,BCR signal inh,Eya2 inh,ELG1 repair inh,B2AR arrestin,Tb PFK inh,uPA surface inh,USP2a block
COc1ccc(CNC(=S)Nc2ccc(OC)cc2)cc1,-3,2%[46.1 µM],-2%,0%,-2%,2%,-2%,-2.6%,4%,1%,-1%
Cc1cccc(S(=O)(=O)C(C#N)c2nc3ccccc3nc2N2CCOCC2)c1 (configuration not stated),2,-1%,17%,-17%,-1%,86%,-13%,-1.2%,0%,·,?
COCCNc1c(-c2ccc(OC)c(OC)c2)nc2ccc(Cl)cn12,-4,8%,-2%,0%,?,-5%,?,0.0%,-4%,-6%,1%
CCCCN(C(=O)CSc1nnc(-c2ccc(OC)cc2)n1C(C)C)c1c(N)n(Cc2ccccc2)c(=O)[nH]c1=O,0,0%,-4%,0%,-3%,-3%,?,-0.2%,4%,16%,3%
O=C(Nc1ccc(Br)cn1)C1CCCN1S(=O)(=O)c1ccccc1 (configuration not stated),9,-3%,1%,-2%,?,8%,-8%,-0.3%,1%,1%,1%
COCCNC(=O)c1cc(-c2ccc(Cl)c(Cl)c2)on1,13,0%,8%,1%,13%,-16%,?,0.0%,-3%,1%,5%
COc1cc(O)c(CC=C(C)C)c(O)c1C(=O)CCc1ccc(O)cc1,-22,-2%,-100%[inhibitor],-2%,?,2%,14%,-0.4%,1%,-9%,-10%
CCOC(=O)COc1cccc2c(=O)n(CC(=O)N3CCCCC3)ccc12,8,1%,-2%,1%,4%,-3%,4%,-0.8%,18%,-6%,8%
C=CCn1c(SCC(=O)Nc2ccc(-c3nc4ccc(C)cc4s3)cc2)nnc1-c1ccncc1,0,2%[46.1 µM],-2%,2%,0%,12%,?,-0.3%,-3%,0%,1%
CCCn1c(SCC(=O)N2CCCCC2)nnc1-c1ccco1,4,-6%,-2%,-4%,-2%,-14%,-26%,-0.4%,-3%,1%,2%
N#CCCN(C(=O)COC(=O)c1ccc(S(=O)(=O)N2CCOCC2)cc1)c1ccccc1,0,2%[46.1 µM],·,-4%,1%,5%,4%,-1.1%,1%,-21%,3%
Clc1ccc(NCc2cccnc2)cc1,-4,4%,-6%,-2%,-11%,0%,7%,-0.1%,-24%,-2%,1%
COc1ccccc1/C=C/C(=O)NCC(=O)N/N=C(/C)c1ccco1,-12,8%,-1%,-6%,-19%,6%,7%,-0.5%,9%,3%,3%
COc1ccc(NC(=O)c2c(-c3ccccc3Cl)noc2C)c(OC)c1,2,9%,26%,-6%,-2%,1%,18µM*,0.0%,-1%,5%,2%
CCC1CCC2(CC1)NC(=O)N(CC(=O)Nc1ccc(OC)cc1)C2=O (configuration not stated),14,·,-6%,-6%,-1%,-15%,-2%,-0.1%,0%,-3%,-1%

smiles,TSHR antag,TCR act,Mito fusion yeast,PTAP TSG101 blk,BCR signal inh,Eya2 inh,ELG1 repair inh,B2AR arrestin,Tb PFK inh,uPA surface inh,USP2a block
Cc1cccc2cc(CN(CC3CCCO3)C(=O)c3cccnc3)c3nnnn3c12 (configuration not stated),-5,-5%,-7%,-6%,-4%,2%,-7%,0.8%,-1%,-1%,4%
COc1cc([N+](=O)[O-])ccc1-c1ccc(/C=N/NC(=O)c2ccccc2O)o1,-3,·,3%,·,?,-14%,15µM*,0.4%,-4%,·,0%
CCCCn1c(=O)[nH]c(=O)c2c1nc(-c1ccc(OCC)cc1)n2CC,0,-2%,-14%,-2%,?,4%,9%,0.0%,0%,4%,0%
Cc1cccc2[nH]c3c(=O)n(CCN4CCNCC4)cnc3c12,6,-5%,1%,-4%,1%,11%,5%,-2.4%,3%,13%,2%
COc1cccc(CNC(=O)CN2C(=O)NC(c3ccccc3)(c3ccccc3)C2=O)c1,56,-2%,5%,-2%,-19%,-11%,-7%,0.1%,-5%,3%,-2%
N#Cc1ccc2c(c1)C[C@]1(c3ccsc3)Oc3c(c(=O)oc4ccc(F)cc34)C2O1,·,·,-5%[9.22 µM],·,24%[9.22 µM],2%[15.4 µM],·,-0.3%[9.22 µM],1%[11.5 µM],·,2%[7.66 µM]
CN(Cc1ccccc1)S(=O)(=O)c1ccc(N2CCCC2=O)cc1,-15,-2%,4%,-2%,?,-3%,-11%,0.2%,-3%,?,3%
Cc1c(C(=O)OCC(=O)N(C)c2ccccc2)oc2ccccc12,16,-3%,-2%,-7%,3%,-5%,?,0.2%,3%,0%,-1%
CCOC(=O)c1c(Nc2ccccc2)sc(/C=C2\C=Nc3ccccc32)c1O,-7,-2%,2%,?,?,-5%,-11%,-0.7%,-1%,-5%,1%
O=C(COC(=O)c1ccco1)c1ccc(F)cc1,-4,4%,-2%,-1%,10%,0%,19%,0.2%,2%,10%,3%
O=C(Cn1cc2c(n1)CCCC2)NCC1CCCO1 (configuration not stated),8,-9%,1%,-6%,10%,-1%,11%,-1.0%,3%,22%,1%
CC(C)(C)c1nnc2sc(SCC(=O)N3CCc4ccccc43)nn2c1=O,7,0%,12%,-5%,?,-21%,-9%,-0.2%,-17%,0%,2%
COC(=O)c1[nH]c(C)c(/C(O)=C2\C(=O)C(=O)N(CCN3CCOCC3)C2c2cccnc2)c1C (configuration not stated),2,7%,-10%,-10%,?,-25%,1%,-0.3%,0%,·,5%
CCOc1ccccc1CN1CCNC(=O)C1CC(=O)NCCc1ccccn1 (configuration not stated),5,1%,0%,-7%,5%,-19%,16%,0.6%,-7%,-7%,1%
CCC(=O)N1CCN(c2ccc(Cl)cc2NC(=O)Cc2ccc(Cl)cc2)CC1,-4,·,28%,·,?,-2%,?,-0.7%,2%,-7%,0%

smiles,TSHR antag,TCR act,Mito fusion yeast,PTAP TSG101 blk,BCR signal inh,Eya2 inh,ELG1 repair inh,B2AR arrestin,Tb PFK inh,uPA surface inh,USP2a block
Cc1c(C=O)c2ccccn2c1C(=O)c1cccs1,-5,·,12%,-5%,0%,-10%,-15%,0.1%,4%,2%,5%
CCCCCCSc1cccc(-c2nc3ccc(Cl)cn3c2NCc2ccccc2)c1,-4,3%,-9%,·,-1%,-6%,23%,-0.4%,0%,12%,-2%
O=C1CC[C@H](O)CCN1[C@H](CSc1ccc(Br)cc1)Cc1ccccc1,-11,-3%,2%,-2%,8%,8%,0%,0.2%,0%,-11%,-1%
COC(=O)c1[nH]c2ccccc2c1NC(=O)/C=C/c1ccc2c(c1)OCO2,-2,-1%[46.1 µM],7%,0%,?,-3%,?,-0.3%,10%,0%,0%
O=C(NC1(C(=O)NC2CCCCC2)CCCCC1)c1ccc2c(c1)OCO2,-3,0%[46.1 µM],0%,-8%,?,-7%,5%,-0.4%,1%,3%,-2%
COc1cccc(-c2cc3c(-n4cccc4)ncnc3o2)c1,-19,-20%,3%,-2%,?,10%,8%,0.2%,2%,-2%,-2%
CCN(CC)C(=O)CSc1nnc(CCNC(=O)OC(C)(C)C)o1,4,3%,-1%,-1%,2%,1%,-18%,0.3%,0%,6%,-1%
CCCc1nc2c(s1)CCc1onc(-c3ccc(Cl)cc3)c1-2,-2,-6%,8%,-4%,3%,-24%,-7%,0.1%,-15%,12%,1%
CC[C@]12CCCN3CCc4c(n(c5ccccc45)C(=O)C1)C32 (some centres not stated),3,-5%,2%,-2%,-3%,10%,-19%,-0.8%,-5%,?,0%

Another view of some results above.
> O=C1CC[C@H](O)CCN1[C@H](CSc1ccc(Br)cc1)Cc1ccccc1
- TSHR antag = -11
- TCR act = -3%
- Mito fusion yeast = 2%
- PTAP TSG101 blk = -2%
- BCR signal inh = 8%
- Eya2 inh = 8%
- ELG1 repair inh = 0%
- B2AR arrestin = 0.2%
- Tb PFK inh = 0%
- uPA surface inh = -11%
- USP2a block = -1%
> O=C(NC1(C(=O)NC2CCCCC2)CCCCC1)c1ccc2c(c1)OCO2
- TSHR antag = -3
- TCR act = 0%[46.1 µM]
- Mito fusion yeast = 0%
- PTAP TSG101 blk = -8%
- BCR signal inh = ?
- Eya2 inh = -7%
- ELG1 repair inh = 5%
- B2AR arrestin = -0.4%
- Tb PFK inh = 1%
- uPA surface inh = 3%
- USP2a block = -2%
